Screening results: PubChem, National Center for Advancing Translational Sciences (NCATS)
LmPK inh = qHTS Assay for Inhibitors of Leishmania Mexicana Pyruvate Kinase (LmPK); purified LmPK, Kinase-Glo ATP luminescence, 1 h; 290,000 tested, 0.37% active; Potency, µM (top dose mostly 57.5 µM), without a hit: at the highest dose activity change, negative = inhibition, actives largely listed as inhibitors; Q27686; also: potency is read from the fitted curve at half-maximal effect
Target sequence (Q27686 whole entry, looked up): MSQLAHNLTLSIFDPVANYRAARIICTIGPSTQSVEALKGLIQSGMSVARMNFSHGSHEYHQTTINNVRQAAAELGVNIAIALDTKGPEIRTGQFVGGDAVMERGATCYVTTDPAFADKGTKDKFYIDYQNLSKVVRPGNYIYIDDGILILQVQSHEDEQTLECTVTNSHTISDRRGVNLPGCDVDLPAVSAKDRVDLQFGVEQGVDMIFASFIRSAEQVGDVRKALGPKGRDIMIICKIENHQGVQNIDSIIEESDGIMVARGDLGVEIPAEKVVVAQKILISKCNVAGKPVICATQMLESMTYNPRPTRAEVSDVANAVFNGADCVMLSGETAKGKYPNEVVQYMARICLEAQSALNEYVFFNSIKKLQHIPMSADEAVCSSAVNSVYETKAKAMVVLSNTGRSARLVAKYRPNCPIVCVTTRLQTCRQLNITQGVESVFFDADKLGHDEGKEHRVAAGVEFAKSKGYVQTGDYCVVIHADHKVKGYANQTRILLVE
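0.1 nM LmPK, 0.5 mM PEP, 0.1 mM ADP; 50 mM imidazole pH 7.2, 7 mM MgCl2, 50 mM KCl; 1 h RT. Kinase-Glo luminescence readout, normalized to no-enzyme (full inhibition) and uninhibited wells.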
Tb PYK inh = qHTS of Trypanosoma Brucei Inhibitors. pyruvate kinase (Trypanosoma brucei), Q57TT1. AID 624173, 2012. Potency, µM (series often up to 76.8 µM), for the others: top-dose activity, negative = inhibition, hits mostly inhibitors. TbPYK enzyme, Kinase-Glo Plus ATP luminescence, 45 min. 410,000 tested, 0.12% active; also: potency is read from the fitted curve at half-maximal effect; nearly all actives have a fitted effect of over 50% in size
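Screened from lowest to highest concentration, compounds were pinned into TbPYK/substrate mixtures, and ADP (130 uM final) was added. Plates sat at room temperature for 45 min prior to Kinase-Glo Plus detection by luminescence.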
AmpC inh no detg = qHTS Inhibitors of AmpC Beta-Lactamase (assay without detergent) | P00811 | Potency, µM (top dose mostly 57.1 µM), inactives show at the highest dose activity change, negative = inhibition, usual class: inhibitors | 330,000 tested, 0.52% active | AID 485341, 2010 | AmpC nitrocefin hydrolysis, absorbance 480 nm, 0.0001% Triton;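 also: potency is read from the fitted curve at half-maximal effect; plate controls were no compound for no effect and no enzyme for full effect; nearly all actives have a fitted effect of over 20% in size; some results filed as inactive show a strong effect at the top dose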
Target sequence (P00811 whole entry, looked up): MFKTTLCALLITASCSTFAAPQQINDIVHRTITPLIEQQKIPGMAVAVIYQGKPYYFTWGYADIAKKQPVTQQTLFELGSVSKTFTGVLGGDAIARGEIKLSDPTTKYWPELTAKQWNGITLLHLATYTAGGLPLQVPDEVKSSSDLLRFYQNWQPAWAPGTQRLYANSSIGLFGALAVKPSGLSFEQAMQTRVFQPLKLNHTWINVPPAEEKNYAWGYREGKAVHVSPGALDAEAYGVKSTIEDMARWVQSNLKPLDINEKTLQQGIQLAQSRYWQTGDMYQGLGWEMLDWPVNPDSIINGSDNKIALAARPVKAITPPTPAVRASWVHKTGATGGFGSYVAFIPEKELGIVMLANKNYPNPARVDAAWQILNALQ
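AmpC (5.3 nM in the dispensed reagent) in 20 mM phosphate pH 7.0 with 0.01% (detergent screen) or 0.0001% Triton X-100 was preincubated with compounds for 15 min at room temperature. Nitrocefin was then added from an 800 uM solution, and hydrolysis was followed at 480 nm.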
AMA1-RON2 inh = qHTS for Inhibitors of AMA1-RON; Towards Development of Antimalarial Drug Lead: Primary Screen; Plasmodium falciparum AMA1 (3D7) - RON2 peptide interaction; AlphaScreen AMA1-biotinylated RON2 peptide binding; Potency, µM (doses to about 58.2 µM), for the others: at the top dose activity change, negative = inhibition, actives largely listed as inhibitors; 360,000 tested, 0.2% active; AID 720542, 2013;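 also: potency is read from the fitted curve at half-maximal effect; 0% = vehicle wells and -100% = peptide control; nearly all actives have a fitted effect of over 45% in size; some results filed as inactive show a strong effect at the top dose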
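AMA1 (3D7) with his tag at 25 nM final met compounds first, then biotinylated RON2 peptide at 25 nM; detection used donor plus acceptor beads, 10 µg/mL apiece, read by AlphaScreen after 30 min at room temperature.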
HCMV antiviral = qHTS Assay for inhibitors of the human cytomegalovirus (HCMV). AID 1259415, 2018. HFF cells, HCMV-luciferase reporter, 72 h; active compounds read low. activity change, negative = inhibition, % at 57.5 µM. 410,000 tested, 4.5% active; in the data active = activity change below about -60%; inconclusive = no clear call, values can overlap the other calls; inactive = above about -39%
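Steps: HFFs plated, 16 h 37C; compounds added; HCMV-luciferase added to MOI 1 PFU/cell; 72 h 37C; OneGlo reagent, 5 min room temperature; luminescence read, normalized to controls.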
AmpC detergent = qHTS Inhibitors of AmpC Beta-Lactamase (assay with detergent); P00811; Potency, µM (top dose mostly 114 µM), for inactives: at the highest dose activity change, negative = inhibition, hits mostly inhibitors; AmpC hydrolysis of nitrocefin, absorbance 480 nm, 0.01% Triton; 370,000 tested, 0.041% active;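 also: potency is read from the fitted curve at half-maximal effect; 0% = no-compound wells and -100% = no-enzyme wells; nearly all actives have a fitted effect of over 25% in size; some results filed as inactive show a strong effect at the top dose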
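20 mM phosphate pH 7.0 + 0.01% (detergent screen) or 0.0001% Triton X-100; 5.3 nM AmpC reagent; cpd preinc 15 min RT; nitrocefin (800 uM stock) to start; A480 q20 s × 4 min; Activity was normalised to no-enzyme and no-compound control wells.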
HCV inhibitor = qHTS Assay for Inhibitors of Hepatitis C Virus (HCV). Huh7.5.1 HCVcc-Cre infection, luciferase reporter, 44 h. 340,000 tested, 3.4% active. Potency, µM (doses to about 41.8 µM), for the others: at the top dose activity change, negative = inhibition, usual class: inhibitors; also: potency is read from the fitted curve at half-maximal effect
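1,000 cells/well; 4 h culture; + compound; + HCVcc-Cre (~0.5 moi); 44 h; luciferase substrate, RT 15 min; read 15 sec.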
Starred values were filed as active, the others as inactive; u = inconclusive; x = no result given; & = joins results of further samples; [ ] = dose if it differs, or a comment. Unless noted, calls follow the shape of the dose curve; as a rule, active = well fitted curve in the direction sought with a large enough effect; inconclusive = small, poorly fitted or top-dose-only effect, or another doubt; inactive = no such curve, though single readings can be large; an effect the other way counts as inactive or inconclusive. Unless noted, % is scaled to controls: 0 for no effect and ±100 for the full control effect.

SMILES	LmPK inh	Tb PYK inh	AmpC inh no detg	AMA1-RON2 inh	HCMV antiviral	AmpC detergent	HCV inhibitor
COc1cc(OC)c2cc(C(=O)N/N=C/c3cccc(OC)c3O)[nH]c2c1	-3%	1%	0.4µM*	99%[activator]	-104*	-5%	8.9µM*
Cc1cccc(NC(=O)c2cc(S(=O)(=O)NCc3ccco3)ccc2F)c1C	-2%	-6%	-22%	2%	-32	u	-21%
O=C1OCCN1C(=O)[C@H]1[C@H](c2ccc(Cl)cc2)C(c2ccccc2)=NN1c1ccccc1	x	6%	5%	37%[activator]	-27	x	-27%
C#CCCOC(=O)N1C2=NC(C(=O)OC)=C(C(=O)OC)[C@@H]3N(Cc4ccccc4)c4ccccc4[C@]23C[C@H]1C(=O)OC	0%[11.5 µM]	-2%	208%[activator]	-5%	x	1%	9%[8.37 µM]
O=C(Nc1nccs1)c1ccc(-c2ccccc2[N+](=O)[O-])o1	3%	-10%	-45%	66%[activator]	2	-6%	u
C=CCN1C(=O)c2ccc(C(=O)OCC(=O)N(CC)c3c(N)n(Cc4ccccc4)c(=O)[nH]c3=O)cc2C1=O	x	-6%	x	-1%	0	x	14%
Clc1ccc(Sc2oc(/C=N/n3cnnc3)cc2Br)cc1	4%	0%	5%	-9%	2	u	12%
O=C(CCc1ccccc1)N(Cc1cccnc1)c1nc2ccc(F)cc2s1	x	-2%	x	x	80	-1%	x
CCOC(=O)c1cccc(NS(=O)(=O)c2ccc(-c3cnc(C4CC4)o3)cc2)c1	x	3%	x	x	13	5%	x
O=C(CCc1ccccc1)N1Cc2cc(-c3ccccc3)ccc2-n2nncc2C1	x	-4%	x	-2%	u	x	x
CC(=O)N1c2ccc(S(=O)(=O)N3CCCC(C(=O)NCc4ccccc4Cl)C3)cc2CC1C (stereo unspecified)	10%	1%	18%	-9%	0	-11%	u
CCOC(=O)c1sc(Nc2nc(C)cc(OC)n2)nc1C	-2%	1%	-2%	7%	1	7%	3%
CCOC(=O)c1sc2ncnc(N3CCN(C)CC3)c2c1C	2%	-1%	28%	4%	-18	1%	-16%
C=CCn1c2ccccc2c2nnc(SC(CC)C(=O)Nc3nc(C)c(C(=O)OCC)s3)nc21 (stereo unspecified)	4%	2%	-18%	11%	11	-4%	4%
CCOC(=O)N1CCN(C(c2ccc(F)cc2)c2sc3nc(C)nn3c2O)CC1 (stereo unspecified)	0%	2%	64%[activator]	14%	-8	u	25%
CCC(C)(C(=O)Nc1ccccc1C)N(C(=O)CNC(C)=O)c1ccc(C)cc1 (stereo unspecified)	-1%	4%	-5%	1%	-7	-2%	11%
CCCCCCn1c(CN2CCN(Cc3ccccc3)CC2)nc2c1c(=O)n(C)c(=O)n2C	4%	3%	224%[activator]	-6%	8	2%	u
CCC(=O)Nc1ccc(C(=O)CN2CCC(C)CC2)cc1	13%	x	-12%	x	x	1%	x
Cc1nn(Cc2n[nH]c(=S)n2Cc2ccccc2)c(C)c1Cl	-15%	u	-9%	-9%	-32	-1%	16%
CC1CC(C)CN(CC(=O)NC(c2ccccc2)c2ccccc2)C1 (stereo unspecified)	0%	-4%	34%	u	u	2%	-6%
COc1ccccc1CNC(=O)c1ccc(Cl)c(S(=O)(=O)N2CCCC2)c1	x	5%	-21%	4%	u	x	u
COCCNC(=O)CC(=O)N/N=C/c1ccc(C(=O)OC)cc1	-3%	0%	-20%	8%	-15	1%	5%
COc1ccccc1C(=O)NCC(=O)OCC(=O)Nc1cccc(S(=O)(=O)N2CCCCCC2)c1	5%	4%	-7%	-3%	-22	-11%	5%
CCOc1ccccc1NC(=O)COC(=O)c1c[nH]c2ccccc12	x	-2%	-11%	-3%	5	-8%	-10%
CC(=O)c1cccc(NC(=O)[C@@H](NC(N)=O)C(C)C)c1	1%	1%	-30%	-4%	28	2%	21%

Limited to LmPK inh, HCMV antiviral and Tb PYK inh, for some of the entries so far:
SMILES	LmPK inh	HCMV antiviral	Tb PYK inh
CC(=O)N1c2ccc(S(=O)(=O)N3CCCC(C(=O)NCc4ccccc4Cl)C3)cc2CC1C (stereo unspecified)	10%	0	1%
CCOC(=O)c1sc(Nc2nc(C)cc(OC)n2)nc1C	-2%	1	1%

(next part)
SMILES	LmPK inh	Tb PYK inh	AmpC inh no detg	AMA1-RON2 inh	HCMV antiviral	AmpC detergent	HCV inhibitor
CC(C)(C)S(=O)N1Cc2cc(CO)cc(CCO)c2[C@H]1CCO (stereo partly specified)	x	-1%	x	-6%	-11	x	0%
COc1ccc(/C=C(\C#N)C(=O)Nc2ccccn2)cc1	-6%	-8%	-17%	0%	11	-2%	9%
COc1ccc([N+](=O)[O-])cc1NS(=O)(=O)c1cccc(C(=O)O)c1	-7%	9%	-18%	0%	-16	0%	18%
O=C1c2ccccc2C(=O)N1CCCCc1cn(C[C@H]2CC[C@@H]([C@@H]3CC[C@H](Cn4cc(CCCCN5C(=O)c6ccccc6C5=O)nn4)O3)O2)nn1	x	-6%	246%[activator]	-3%	12	x	u
Cn1c(-c2ccccc2)cnc1N	2%	-7%	-18%	46%[activator]	68	-1%	-8%
COc1ccc(N(C(=O)c2ccco2)S(=O)(=O)c2cccc([N+](=O)[O-])c2)cc1	-5%	7%	-7%	24%	-14	4%	-9%
Cn1cc(CN2CCC(C(=O)N3CCCC3)CC2)c(-c2ccccc2F)n1	4%	1%	-13%	20%	10	7%	13%
OCCCN1CCN(CCOc2ccccc2-c2ccccc2)CC1	2%	1%	-2%	9%	-17	u	-26%
CCOC(=O)N1CCN(Cc2nc3cc(NC(C)=O)ccc3n2CC)CC1	5%	-8%	7%	9%	32	-5%	-3%
Cc1cc(C)n2[nH]c(=O)c(N=Nc3cccc(C(F)(F)F)c3)c2n1	6%	-8%	-6%	4%	8	-3%	-1%
COCCN1CCN(Cc2ccc(C(=O)NC(C)C)cc2)C(=O)C1=O	x	3%	x	x	15	12%	x
C/C(NC1CCCC1)=C(/C#N)C(N)=O	-4%	7%	-15%	-3%	-33	-7%	4%
CC1=C(n2nnc3ccccc32)C(c2ccccc2)C(C#N)=C(N)O1 (stereo unspecified)	4%	-15%	-24%	5%	3	0%	-4%
O=c1ccc2cc([N+](=O)[O-])c(CCO)cc2o1	-4%	4%	-11%	-1%	-7	-19%	11%
CCN1CCN(c2nc(Nc3cc(OC)ccc3OC)nc(Nc3cc(OC)ccc3OC)n2)CC1	3%	2%	6%	u	-64*	-10%	-80%
CCCCCCn1cc(C(=O)O)c(=O)c2cc(F)c(N3CCN(C(=O)OCC)CC3)cc21	10%	5%	-28%	-8%	-7	8%	2%
CCn1c2ccccc2c2cc(/C=N/NC(=O)c3ccncc3)ccc21	4%	-4%	52%	11%	6	2%	u
CCN(CC)CCCC(C)Nc1nccc2c(Cl)cccc12 (stereo unspecified)	x	-7%	x	-17%	-35	x	10µM*
COc1ccc(-c2coc3c2c(C)cc2oc(=O)c(CC(=O)O)c(C)c23)cc1	x	1%	x	x	24	19%	x
COCCNC(=O)CN1C(=O)CN=C(c2ccccc2)c2ccccc21	-6%	2%	-3%	5%	-23	3%	6%
COc1ccccc1NC(=O)N(CCN(C)C)Cc1cc2cc(C)ccc2[nH]c1=O	0%	1%	-3%	4%	7	u	-5%
COc1cccc2cc(C(=O)OCC(=O)NC3CCCC(C)C3C)c(=O)oc12 (stereo unspecified)	x	5%	-4%	-20%	-61*	x	u
Cn1c(NCC(O)CO)nc2c1c(=O)n(Cc1ccc(Cl)c(Cl)c1)c(=O)n2C (stereo unspecified)	4%	-14%	96%[activator]	4%	-31	u	1%
CCn1c(SCC(=O)N2CCCC(C)C2)nnc1-c1ccco1 (stereo unspecified)	13%	-3%	-2%	14%	27	-1%	7%
O=C(N/N=C\c1c(O)ccc2ccccc12)c1cncc(Br)c1	0%	-3%	-55%	85%[activator]	-100*	3%	u
(list continues)
SMILES	LmPK inh	Tb PYK inh	AmpC inh no detg	AMA1-RON2 inh	HCMV antiviral	AmpC detergent	HCV inhibitor
CCOc1nc(-c2ccccc2)c2cc(Br)ccc2n1	-1%	-4%	-12%	0%	69	-1%	9%
O=C(CN1CCCN(Cc2ccc(F)cc2Cl)C1=O)NC1CCCC1	-10%	-1%	-2%	4%	16	-12%	-10%
CCOCCn1c(CC)nc2ccccc21	4%	2%	-11%	-1%	-29	1%	29%
COCCn1c(SCC(=O)Nc2ccccc2C)nc2c(oc3ccccc32)c1=O	4%	-8%	-42%	-2%	u	-5%	1%
O=C(CNCC(=O)Nc1ccc(F)c(F)c1F)Nc1ccc(F)c(F)c1F	2%	-7%	6%	112%[activator]	-83*	-5%	14%
Cc1ccc(CNC(=O)C2CCN(S(=O)(=O)c3cccc4nonc34)CC2)cc1	3%	15%&-3%	-19%	6%	-16&12	0%&21%	u
Cn1cc(C(=O)C(=O)NC2CC2)c2ccccc21	x	-7%	x	-22%	28	x	2%
CCc1nc(SCC(=O)Nc2ccc(NC(C)=O)cc2)n[nH]1	x	-2%	x	x	24	5%	x
O=C(Cc1cccc2ccccc12)NCCOc1ccccc1F	0%	-3%	-10%	5%	-63*	-4%	0%
Cc1cccc2cc(C#N)c(SCC(=O)NNC(=O)Cc3ccccc3)nc12	4%	5%	-4%	27%	-63*	-2%	-22%
CNC(=O)c1[nH]cnc1C(=O)N[C@@H](Cc1ccccc1)C(=O)OC(C)(C)C	10%	-12%	59%	96%[activator]	9	5%	1%
CC(C)CC(=O)CN1C(=O)C2(OCCO2)c2ccccc21	-2%	6%	-13%	-16%	2	u	9%
CCn1ncc(/C=N/O)c1C	2%	2%	-20%	-2%	u	1%	22%
O=C(CN1C(=O)NC2(CCCCCC2)C1=O)NCc1ccccc1	x	1%	-14%	-4%	-11	x	13%
CC(Sc1nnc(-c2ccc(O)cc2)o1)C(=O)Nc1cccc2ccccc12 (stereo unspecified)	5%	-16%	-41%	22%	-7	-1%	-1%
